L major viab = Leishmania major promastigote growth inhibition, primary screen; 200,000 compounds, 9% hits; Leishmania major promastigotes, resazurin fluorescence viability; inhibition, % at 10 µM;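 note: promastigotes grown with compound for 44 hours at 28 °C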
TLR4-MyD88 BLA = inhibitors of TLR4-MyD88 association in cells, primary screen, cell-based, HeLa CL3-4, BLA complementation, FRET ratio. inhibition, % at 8.4 µM. HeLa CL3-4 TLR4/MyD88 BLA complementation. 200,000 compounds, 0.18% hits. Toll-like receptor 4 (Homo sapiens) + Myeloid differentiation primary response protein …; in the data active = inhibition above about 25%;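 note: 0% = vehicle and 100% = reference inhibitor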
Target sequence (O00206 whole entry, looked up): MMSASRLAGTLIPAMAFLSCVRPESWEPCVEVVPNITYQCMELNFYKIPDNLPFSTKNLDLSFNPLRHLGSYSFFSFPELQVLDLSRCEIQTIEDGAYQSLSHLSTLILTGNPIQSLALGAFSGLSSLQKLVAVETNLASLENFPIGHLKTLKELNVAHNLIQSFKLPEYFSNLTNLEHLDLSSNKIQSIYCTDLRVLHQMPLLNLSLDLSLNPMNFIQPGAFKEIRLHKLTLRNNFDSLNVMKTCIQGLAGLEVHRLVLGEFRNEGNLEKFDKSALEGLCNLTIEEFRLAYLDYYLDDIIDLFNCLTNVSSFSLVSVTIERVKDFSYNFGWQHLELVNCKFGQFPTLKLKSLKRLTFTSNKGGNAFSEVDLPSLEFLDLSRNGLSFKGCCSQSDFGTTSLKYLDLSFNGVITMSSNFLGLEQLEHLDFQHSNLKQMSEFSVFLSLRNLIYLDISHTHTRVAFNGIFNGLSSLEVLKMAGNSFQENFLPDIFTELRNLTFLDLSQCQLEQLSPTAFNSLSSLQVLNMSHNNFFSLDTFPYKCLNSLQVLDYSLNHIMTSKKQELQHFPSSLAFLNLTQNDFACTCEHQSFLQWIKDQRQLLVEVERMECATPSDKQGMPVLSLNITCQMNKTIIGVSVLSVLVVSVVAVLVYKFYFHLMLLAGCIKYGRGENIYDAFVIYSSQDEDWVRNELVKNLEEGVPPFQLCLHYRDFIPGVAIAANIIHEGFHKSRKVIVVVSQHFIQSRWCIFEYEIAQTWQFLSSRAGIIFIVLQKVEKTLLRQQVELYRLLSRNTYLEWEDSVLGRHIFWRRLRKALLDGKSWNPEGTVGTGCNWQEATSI
Target sequence (Q99836 whole entry, looked up): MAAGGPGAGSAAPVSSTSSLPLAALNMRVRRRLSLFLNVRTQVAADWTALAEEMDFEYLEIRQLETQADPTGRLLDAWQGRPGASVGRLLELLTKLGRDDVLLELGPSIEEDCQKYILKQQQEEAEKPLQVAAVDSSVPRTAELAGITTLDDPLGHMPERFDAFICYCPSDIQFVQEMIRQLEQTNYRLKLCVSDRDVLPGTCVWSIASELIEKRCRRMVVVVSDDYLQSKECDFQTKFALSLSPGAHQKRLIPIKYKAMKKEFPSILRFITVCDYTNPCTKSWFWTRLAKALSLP
S1P3 antagonist = S1P3 receptor antagonists, primary screen, cell-based; CHO S1P3 NFAT-BLA reporter, FRET fluorescence, antagonist mode; inhibition, % at 4.98 µM; 170,000 compounds, 0.27% hits; AID 485, 2006;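 active = inhibition above the plate cutoff, the mean inhibition of test wells on that plate plus 3 SD, cut at about 28% in these data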;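 note: cells challenged with S1P at its EC80 of 0.8 µM; blue over green emission ratio from cleaved BLA substrate after 4 h stimulation; 0% = S1P-stimulated wells and 100% = unstimulated DMSO-only wells; some compounds past the cut are filed as inactive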
Redox H2O2 prof = compounds producing H2O2 with reducing agent – biochemical, NIH compound library profiling, artefact control for MLSCN library redox annotation, primary screen. DTT-dependent redox cycling H2O2, phenol red/HRP absorbance; 100% = 100 µM peroxide control, 0% = buffer. AID 878, 2007. 200,000 compounds, 0.03% hits. activation, % at 10 µM;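 active = activation of at least 50% relative to the plate's high and low controls in the primary single-dose screen; inactive = activation below 50%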;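 note: compound incubated with DTT at 0.8 mM final as the reducing agent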
Diaph inh CS = diaphorase inhibitors and chemical oxidizers, primary screen, counter-screen for diaphorase-coupled primary assays, biochemical, uHTS, resorufin fluorescence; diaphorase resazurin-to-resorufin fluorescence, NADH, 16 min; bacterial (C. kluyveri) enzyme, not human; inhibition, % at 20 µM; 190,000 compounds, 0.69% hits; AID 1217, 2008;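 active = primary screen inhibition at 20 µM above a set limit, cut at about 50% in these data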;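 note: plate controls were DMSO with full reaction for no effect and wells lacking NADH for full effect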
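Test system: Clostridium kluyveri diaphorase enzyme / Quantity: diaphorase at 0.14 U/mL in enzyme working solution / Incubation: 16-min room-temperature incubation before reading / Benchmarks: NADH-free wells as positive control, DMSO-only neutral wells / Signal: resorufin fluorescence 544/590 nm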
G6PDH CS = L. mesenteroides G6PDH inhibitors, counter-screen for G6PDH-coupled screening assays, biochemical, Leuconostoc mesenteroides enzyme. 200,000 compounds, 0.12% hits. inhibition, % at 5 µM. glucose-6-phosphate dehydrogenase [Leuconostoc mesenteroides]. Purified L. mesenteroides G6PDH, diaphorase/resazurin coupled fluorescence, 45 min
Hsp70 act = Hsp70 transcriptional activators, primary screen, cell-based, HeLa, Hsp70 promoter luciferase, luminescence, 10 µM; HeLa Hsp70 promoter luciferase reporter; scaled: vehicle 0, proteasome-inhibitor control 100%; activation, % at 10 µM; 200,000 compounds, 0.04% hits; AID 1203, 2008;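 active = activation above the mean across all tested compounds plus 3 SD, cutoff set per campaign, cut at about 5.5% in these data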;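 note: 100% = MG132 at 30 µM as the positive control and 0% = DMSO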
RAM network inh = inhibitors of the yeast RAM network, primary screen, dse1pr::URA3 reporter, 5-FOA selection; S. cerevisiae dse1pr::URA3 reporter, 5-FOA growth OD615, 2 d; analog-sensitive cbk1-as2 kinase mutant strain; 190,000 compounds, 1.8% hits; inhibition, % at 50 µM; AID 868, 2007;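 active = inhibition above a set limit, 3 SD over mean compound inhibition, cut at about 8.4% in these data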;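 note: 0% = DMSO-only wells with no growth and 100% = 10 µM 1-NA-PP1 full growth; inhibition rescues growth on 5-FOA so higher OD means more RAM inhibition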
PMI act hi M6P = human PMI activators, high substrate, primary screen, biochemical, fluorescence intensity, near-saturating mannose 6-phosphate. coupled PMI enzyme assay, resazurin fluorescence, 20 min; hits give high values; 1 = untreated enzyme, 0 = substrate-free blank. activation factor at 20 µM. 190,000 compounds, 0.34% hits. AID 1216, 2008;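 active = activation factor of 2 or more at 20 µM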
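assay system = human phosphomannose isomerase with PGI, G6PDH, diaphorase coupling enzymes | quantity = 15 ng/mL PMI | incubation = enzyme reaction with compound 20 min at room temperature | medium = HEPES pH 7.4 buffer with MgCl2 and Tween-20 | compound dosing = one concentration, 20 µM, in 1% DMSO | measured by = Diaphorase-driven resazurin-to-resorufin fluorescence, excitation 544, emission 590 nm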
Diaphorase act = compounds boosting diaphorase resazurin reduction – biochemical, uHTS, resorufin fluorescence, counter-screen for diaphorase-coupled primary assays, primary screen. 190,000 compounds, 0.005% hits. AID 1229, 2008. Diaphorase/resazurin coupled assay, 16 min; hits give high values; 1 = vehicle wells, 0 = NADH-free wells. activation factor at 20 µM;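 active = diaphorase activity raised at least twofold by the compound at 20 µM; inactive = activation factor below 2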
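Material: Purified diaphorase enzyme from Clostridium kluyveri | Buffer or medium: 50 mM HEPES pH 7.4 with 4.542 mM MgCl2, 0.005% Tween 20 | Times: 16 min enzyme reaction, ambient temperature | Signal: Red resorufin fluorescence at 544/590 nm excitation/emission | Measure: Increased resorufin signal from activators or reducing compounds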
PMI activator = activators of human PMI, primary screen, biochemical, fluorescence intensity, near-Km mannose 6-phosphate | Mannose-6-phosphate isomerase (Homo sapiens), P34949 | purified human PMI, coupled resazurin fluorescence, 20 min; hits give high values; 1 = vehicle control, 0 substrate-free wells | activation factor at 20 µM | 190,000 compounds, 0.005% hits;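 active = activation factor of 2 or more at 20 µM, relative to plate controls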
An asterisk follows results filed as active; . = not tested or not shown. Cut-off read from the data, not from the text of the source, unless noted: active = inhibition above about 50%; inactive = the rest. Outcome played no part in choosing rows; any-hit rate near 12%.

SMILES	L major viab	TLR4-MyD88 BLA	S1P3 antagonist	Redox H2O2 prof	Diaph inh CS	G6PDH CS	Hsp70 act	RAM network inh	PMI act hi M6P	Diaphorase act	PMI activator
Cc1ccc(C)c(NC(=S)NNC(=O)c2sccc2C)c1	4	-12	.	0.0	6	6	0.2	0.7	1	0.9	1
O=C(O)CCC(=O)NNC(=O)CCCOc1ccc(Cl)cc1Cl	-3	-9	.	0.3	11	3	-0.3	0.2	1	0.9	0.9
CCN(C(=O)c1cccs1)c1nnc(-c2ccncc2)s1	0	-3	2	2.9	13	-37	-0.2	2.3	1	0.9	1
O=C(Nc1ccc(Cl)cc1)NC1(C(=O)NCCCN2CCOCC2)CCCCC1	-6	-3	-21	-1.8	11	2	-0.2	0.1	0.9	0.9	0.9
COC(=O)CSc1nc2c(c(=O)n(C)c(=O)n2C)n1CCC(C)C	.	.	.	.	5	4	.	-0.5	0.9	0.9	0.9
CCCN(CCC)C(=O)CC(c1ccccc1)C1CCOC(C)(C)C1 (stereo not drawn)	-4	-6	-8	-0.3	-3	4	0.1	-0.4	1	1	1.1
COc1ccc(NC(=O)c2cccn(CC=C(C)C)c2=O)cc1	21	8	-9	-0.5	19	6	-0.1	-1.6	0.8	0.8	0.9
COCCNC(=S)N/N=C(\C)c1ccccc1F	5	-15	-2	-1.3	0	11	-0.2	0.5	1.1	1	1.1
CS(=O)(=O)N1CCN(C(=O)Cc2ccccc2Cl)CC1	-6	6	7	-0.4	11	-6	0.3	1.4	1	0.9	1
Cc1nn(-c2ccccn2)c2c1-c1nc(N3CCOCC3)ncc1CC2	7	-7	.	2.3	33	-3	-0.2	2.7	0.4	0.7	0.7
Cc1cccc(NC(=O)Nc2nnc(-c3ccccc3)o2)c1	16	-5	-1	-1.2	8	-9	-0.3	3.8	0.9	0.9	1
COc1ccc(OC)c(C2=Nn3c(nnc3-c3cccc(OC(C)C)c3)SC2)c1	-4	-13	46	0.1	34	18	-0.3	2.9	1	0.7	1
OCCCc1nc2n(n1)C(c1ccccc1)C=C(c1ccc(F)cc1)N2 (stereo not drawn)	-4	5	20	0.3	1	10	-0.2	2.0	1.2	1	1.3
Cn1c(=O)c2c(nc(Oc3ccc4ccccc4c3)n2C)n(C)c1=O	2	6	.	-0.2	6	1	-0.3	0.7	1	0.9	1
CC(=O)C1=C(C)NC(SCC(N)=O)=C(C#N)C1C (stereo not drawn)	-3	-5	.	-0.4	15	-3	-0.1	0.8	1.5	0.9	1.1
COC(=O)c1[nH]c2ccc(C)cc2c1NS(=O)(=O)c1ccc(F)cc1	2	0	-33	0.9	-7	0	-0.2	2.9	1.1	1.1	1
Cc1ccc(NC(=O)c2cc(=O)n(Cc3ccccc3)c(=O)[nH]2)cc1C	-7	-6	-28	-2.3	1	-1	0.1	1.9	1	1	1
CN1CCC(=NNC(=O)CN(c2ccc(Oc3ccccc3)cc2)S(C)(=O)=O)CC1	10	-17	4	0.0	5	2	-0.2	2.2	1	0.9	0.9
COc1cc(/C=C2\C(=O)NN(c3ccc(C)cc3)C2=O)cc([N+](=O)[O-])c1O	-3	-8	-8	1.2	36	-3	-0.1	0.7	1	0.6	1.1
CCc1nnc(NS(=O)(=O)c2ccc(NC(=O)c3ccco3)cc2)s1	-4	1	-27	0.1	11	0	-0.1	0.9	1	0.9	1.2
O=C(NC1CCC(O)CC1)c1cc(-c2ccco2)nc2ccccc12 (stereo not drawn)	-10	3	12	-2.0	-1	12	-0.1	4.7	1.1	1	1.1
Cc1ccc(C2(CCNCc3ccc(N(C)C)cc3)CCOC(C(C)C)C2)cc1 (stereo not drawn)	100*	15	-6	-0.9	-8	15	-0.6	0.2	1	1.1	1
O=C(c1ccccc1Sc1ccc([N+](=O)[O-])cc1Cl)N1CCOCC1	18	-7	-10	-0.7	6	7	-0.2	0.9	2.1*	0.9	1.7
CC(=O)NCCNC(=O)c1oc2ccccc2c1CSc1ncn[nH]1	-6	0	-17	-0.3	8	0	-0.4	0.7	1	0.9	1
Cc1cc2ncn(C(=O)c3c(-c4ccccc4)noc3C)c2cc1C	-3	-9	21	1.7	25	-9	-0.3	-0.1	0.9	0.7	0.9
CCOC(=O)N1CCN(C(=O)CN2C(=O)CC(C)(C)S(=O)(=O)c3ccccc32)CC1	-7	2	.	-0.1	2	1	1.4	2.1	1.1	1	1.1
COc1ccc2occ(C(=O)c3ccccc3)c2c1	-4	-2	-11	0.3	-7	7	0.0	1.6	1	1.1	1
O=C(COC(=O)c1ccc([N+](=O)[O-])s1)Nc1ccccc1	38	-3	-4	2.3	0	9	-0.4	0.4	1.1	1	1.1
COc1ccc(-n2nc(C(=O)N3CCC(C#N)CC3)c3c4ccccc4n(C)c3c2=O)cc1	3	-2	-13	-0.4	.	.	-0.2	.	.	.	.
CCOC(=O)Cn1nnnc1C(CC)N(Cc1ccccc1)Cc1cc2cc(C)ccc2[nH]c1=O (stereo not drawn)	97*	-7	.	0.1	19	1	-0.1	1.2	0.9	0.8	0.9
Nc1nnc(CC(=O)N/N=C/c2ccc(-c3ccccc3Cl)o2)s1	-4	-8	-3	0.2	15	-18	-0.2	0.8	1	0.8	0.9
Cc1ccc(C(=O)C[n+]2ccc(-c3nnc4n3CCC4)cc2)cc1	-2	-10	2	0.1	4	-11	-0.5	0.0	1.1	1	1.2
O=C(On1c(-c2ccccc2)nc2ccccc2c1=O)c1ccco1	-4	8	.	0.0	11	20	-0.2	-0.8	1.1	0.9	1
CC(=O)Nc1cc(C(=O)OCC(=O)c2ccc(C)cc2)ccc1C	-7	-9	-3	-0.6	1	5	0.3	2.0	1	1	1
CCOC(=O)c1ccc(NC(=O)C2CCN(S(=O)(=O)CC)CC2)cc1	-1	-20	-18	-0.3	7	-5	0.1	0.0	0.9	0.9	0.9
Cc1ccc(C2CN=NC23CCc2ccccc2C3=O)cc1 (stereo not drawn)	-4	15	.	0.1	2	5	-0.2	0.0	1	1	1
COc1cc(CC(=O)NCCc2ccc(OCc3ccccc3)cc2)c([N+](=O)[O-])cc1OC	12	0	.	0.2	-6	-5	0.0	1.0	1	1.1	1
c1ccc(-c2csc3ncnc(N4CCc5ccccc5C4)c23)cc1	89*	-5	-7	0.3	4	5	0.0	7.2	1	1	1
Cc1cccc(NC(=O)CC2Nc3cccc4cccc(c34)NC2=O)c1 (stereo not drawn)	2	0	.	2.2	68*	30	-0.2	4.1	0.9	0.3	0.7
COc1ccc(CNS(=O)(=O)c2ccc3c(c2)CCN3C(=O)C2CC2)cc1	-2	-10	.	0.2	13	7	-0.1	2.2	1	0.9	1
COc1ccccc1-c1nnc(NC(=O)c2ccc(S(=O)(=O)N(C)C)cc2)o1	15	11	-12	0.3	4	2	0.0	4.7	1.1	1	1
COc1cccc(-c2nc3n(n2)C(c2cccs2)C(C(=O)Nc2cccnc2)=C(C)N3)c1 (stereo not drawn)	0	-6	-2	-0.2	5	-11	-0.3	2.0	1	1	1
O=C(O)c1ccccc1SCC(=O)N1CCc2ccccc21	-2	4	-11	0.4	-2	-2	-0.1	2.9	1	1	1.1
Cc1ccc(C)c(NS(=O)(=O)c2cc(C(=O)N3CCCC3)ccc2Cl)c1	12	-13	-2	0.5	14	-1	-0.2	0.4	0.9	0.9	0.9
CCN(CC)CCNC(=O)c1ccc(NC(=O)c2ccc(F)cc2F)cc1	6	0	-2	0.6	-6	1	-0.3	1.2	1	1.1	1
CCCC(=O)Nc1cccc(C(=O)Nc2ccccc2OCC)c1	13	10	7	-0.1	7	13	-0.4	-1.3	1	0.9	1
Cc1nc2sc(C(=O)O)c(N)c2c2c1COC(C)(C)C2	-1	-4	1	-2.5	19	9	0.0	1.1	1.8	0.8	1.7
Cc1nnc(SCCC(C)C)[nH]c1=O	0	3	-32	-1.4	10	6	-0.2	1.2	1	0.9	1.1
Cc1cc(NC(=O)CN2CCC(n3nnc4cc(C(F)(F)F)ccc43)CC2)no1	36	13	-3	-1.5	27	12	-0.5	0.7	0.9	0.7	0.9
Cc1c(NC(=O)CSC2=C(C#N)C(c3ccccc3F)CC(=O)N2)c(=O)n(-c2ccccc2)n1C (stereo not drawn)	0	-2	12	0.1	5	-6	0.4	0.7	1	0.9	1
CC(C)Cn1c(N)c(C(=O)CSc2nc3ccccc3c(=O)n2CCCN2CCOCC2)c(=O)n(C)c1=O	20	4	19	-2.4	2	-1	-0.3	1.0	1	1	1
Cc1ccc(-c2nnc(N3CCN(C(=O)CN4C(=O)c5ccccc5C4=O)CC3)c3ccccc23)cc1	-9	-4	7	2.9	.	.	-0.1	.	.	.	.
COC(=O)C1(S(=O)(=O)C2(C(=O)OC)CCCC2)CCCC1	0	-14	.	-3.7	18	8	-0.5	-0.1	1	0.8	1
CCC(C)[C@H](NC(=O)N1CCN(C)CC1)C(=O)OC (stereo partly drawn)	-5	2	-8	0.2	16	-3	-0.2	3.3	0.9	0.8	0.9

Assay outcomes (PubChem BioAssay)
